TAAR1 agonist: human TAAR1 agonists, primary screen, Fluo-8 calcium fluorescence, CHO RD-HGA16 cells | actives 0.99% (n = 360,000) | activation, % at 3 µM | AID 624467, 2012 | vehicle wells 0%, saturating PEA agonist 100%;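 active = activation above the mean activation of all test compounds in the run plus 3 SD, cut at about 38% in these data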
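Assay system: CHO-derived RD-HGA16 cells with stable Gα16 and human TAAR1; timing: 17-24 h seeding, 75 min 37 °C dye, 30 min RT; read-out: % activation from peak over basal fluorescence ratio, DMSO-to-PEA scaled; measured by: kinetic Fluo-8 calcium fluorescence; benchmarks: low control DMSO, high control PEA (EC100); doses: 3 µM single concentration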
CHO-K1 Ca ag: counter-screen for M1 agonists: effect in parental CHO-K1 cells; Fluo-8 calcium fluorescence; scaled to maximal ATP response, vehicle zero; activation, % at 3 µM; actives 0.48% (n = 360,000); AID 602248, 2012; in the data active = activation above about 15%;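 note: untransfected CHO-K1 host cells lacking M1 receptor as counterscreen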
CHRM1 agonist: human M1 muscarinic receptor agonists, primary screen, Fluo-8 calcium fluorescence, CHO-K1 cells, HTS. Muscarinic acetylcholine receptor M1 (Homo sapiens), P11229. CHO-K1 hM1, agonist mode; 0% DMSO, 100% acetylcholine EC100. activation, % at 3 µM. actives 0.33% (n = 360,000);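 active = activation above the run's mean compound activation plus 3 SD, cut at about 16% in these data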;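 note: peak over basal fluorescence ratio within a 140 s kinetic read after compound addition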
Target sequence (P11229 whole entry, looked up): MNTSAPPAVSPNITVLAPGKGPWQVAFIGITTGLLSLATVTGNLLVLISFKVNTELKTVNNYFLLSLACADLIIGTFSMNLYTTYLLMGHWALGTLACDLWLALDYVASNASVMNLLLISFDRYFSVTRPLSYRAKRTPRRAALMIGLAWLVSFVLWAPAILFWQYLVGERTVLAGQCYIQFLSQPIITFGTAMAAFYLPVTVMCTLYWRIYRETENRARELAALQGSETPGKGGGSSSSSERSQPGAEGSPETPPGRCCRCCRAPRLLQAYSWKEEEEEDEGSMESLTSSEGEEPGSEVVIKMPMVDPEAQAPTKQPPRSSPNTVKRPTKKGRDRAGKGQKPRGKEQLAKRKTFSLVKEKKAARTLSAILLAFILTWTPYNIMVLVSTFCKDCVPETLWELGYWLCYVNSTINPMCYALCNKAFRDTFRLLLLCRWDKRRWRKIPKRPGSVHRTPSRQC
OXTR potentiate: human OXTR potentiators, primary screen, fluorescence, CHO-OTR cells, Fluo-8 calcium | Oxytocin receptor (Homo sapiens), P30559 | Fluo-8 calcium fluorescence, potentiator mode; 0% = oxytocin EC15, 100% = EC100 | activation, % at 3 µM | actives 0.061% (n = 320,000);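 active = activation above that plate's cutoff, the mean activation of tested compounds plus 3 SD, cut at about 6.6% in these data, passing the limit was not always enough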;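 note: 100% uses oxytocin at 75 nM as the full agonist control; some results filed as inactive read as strong as hits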
Target sequence (P30559 whole entry, looked up): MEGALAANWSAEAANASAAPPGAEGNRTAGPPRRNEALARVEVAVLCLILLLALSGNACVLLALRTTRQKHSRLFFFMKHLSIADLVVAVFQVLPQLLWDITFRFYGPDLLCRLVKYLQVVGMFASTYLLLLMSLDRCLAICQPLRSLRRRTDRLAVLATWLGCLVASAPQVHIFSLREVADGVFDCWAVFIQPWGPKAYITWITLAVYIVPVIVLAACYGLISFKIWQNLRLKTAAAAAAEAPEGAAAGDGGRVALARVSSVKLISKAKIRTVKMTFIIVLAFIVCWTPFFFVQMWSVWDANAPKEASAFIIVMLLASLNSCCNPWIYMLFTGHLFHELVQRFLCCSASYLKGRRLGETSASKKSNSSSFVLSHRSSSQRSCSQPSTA
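Assay system: CHO cell line stably expressing human OTR. Reagent: EC15 oxytocin agonist. Dosing: single dose, 3.0 µM nominal final compound concentration. Timing: compound 6 min at room temperature before oxytocin, 100 s read. Signal: kinetic Fluo-8 calcium fluorescence. Controls: oxytocin EC15 low and EC100 high.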
TAAR1 antagonist: human TAAR1 antagonists, primary screen, Fluo-8 calcium fluorescence, CHO RD-HGA16 cells. antagonist. inhibition, % at 3 µM. actives 1.5% (n = 360,000);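 active = inhibition above a per-plate cutoff, the mean inhibition of test compounds on that plate plus 3 SD, cut at about 49% in these data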;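 note: 0% = DMSO plus EC80 beta-PEA response and 100% = DMSO alone without agonist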
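Test system – hTAAR1-expressing CHO RD-HGA16 cells, Gα16-coupled · Reagent – β-PEA at EC80 concentration, post-compound challenge · Compound dosing – 3 µM, single point · Timing – 140 s kinetic read after compound, 140 s after agonist · Detection – Fluo-8 intracellular calcium dye fluorescence, real-time kinetic reads · Control set – DMSO and EC80 PEA controls · Repeats – n of 1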
CHRM1 antagonist: human M1 muscarinic receptor antagonists, primary screen, CHO-K1 cells, Fluo-8 calcium fluorescence, 1536-well; Muscarinic acetylcholine receptor M1 (Homo sapiens), P11229; CHO-K1 hM1, ACh EC80 antagonist; inhibition, % at 3 µM; actives 1.3% (n = 360,000);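 active = percent inhibition above its own plate's cutoff, namely the mean of that plate's compound wells plus 3 SD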;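 note: peak over basal fluorescence ratio during 140 s after agonist addition; 0% = ACh EC80 plus DMSO and 100% = DMSO alone without agonist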
M1 PAM parental: nonselective calcium activators in parental CHO-K1 cells, primary screen, counter-screen for M1 PAM project, cell-based, Fluo-8 calcium fluorescence, full deck, 1536-well; ATP EC20; 0% at ATP EC20, 100% at ATP max; activation, % at 3 µM; actives 0.02% (n = 360,000);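 active = activation above the run cutoff, the mean activation of all test compounds plus 3 SD, cut at about 40% in these data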;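 note: peak over basal fluorescence ratio in a 140 s read after ATP addition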
CHO parental Ca: ATP-evoked calcium signal inhibitors, parental CHO, primary screen, counter-screen for OX1R antagonist project, cell-based, fluorescence, Fluo-8 calcium dye; inhibition, % at 5.6 µM; parental CHO-K1, ATP-induced calcium, Fluo-8 fluorescence; actives 0.63% (n = 330,000); AID 463079, 2010;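 active = inhibition above that plate's mean sample inhibition plus 3 SD, cut at about 26% in these data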;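 note: 0% = ATP-challenged DMSO wells and 100% = DMSO wells without ATP; some compounds past the cut are filed as inactive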
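Material – parental CHO cells · Reagent – ATP stimulus · Compound – single nominal dose of 5.6 µM per compound · Detection – Fluo-8 fluorescence · Read-out basis – percent inhibition of calcium signal · Controls – ATP-challenged DMSO wells low, unchallenged DMSO wells high · Repeats – no replicates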
CHO-K1 Ca antag: counter-screen for M1 antagonists: effect in parental CHO-K1 cells | ATP-induced calcium, Fluo-8 fluorescence | inhibition, % at 3 µM | actives 0.6% (n = 360,000) | AID 602250;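 active = inhibition above a per-plate cutoff, the plate's mean sample inhibition plus 3 SD, cut at about 24% in these data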;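 note: 0% = DMSO plus EC80 ATP and 100% = DMSO alone without ATP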
* hit, by the source's call; / = no result given. The order is random. Share with any hit: about 4.2%.

SMILES	TAAR1 agonist	CHO-K1 Ca ag	CHRM1 agonist	OXTR potentiate	TAAR1 antagonist	CHRM1 antagonist	M1 PAM parental	CHO parental Ca	CHO-K1 Ca antag
O=C(Nc1ccc(Cl)cn1)c1cccc(S(=O)(=O)N2CCCC2)c1	0.0	-0.4	-3.7	-4.7	-18.6	0.6	-13.3	-12.8	7.0
C=CC(=O)Nc1cccc(Oc2ncnc3[nH]cc(-c4cnc5ccccc5c4)c23)c1	0.5	-0.5	-1.0	2.6	11.4	-6.8	-0.3	-18.1	17.2
O=C(c1cc2nc(-c3cccs3)cc(C(F)(F)Cl)n2n1)N1CCCc2ccccc21	10.4	0.4	-2.7	-1.3	-9.9	-24.9	5.6	-9.3	-24.7
Cc1ccc(C)c(NC(=O)CSc2nnc(-c3ccncc3)o2)c1	1.4	-0.3	-2.2	0.4	-30.4	-12.9	-1.7	-2.5	2.4
C[C@H](CO)N1C[C@H](C)[C@@H](CN(C)Cc2ccc(-c3ccccc3)cc2)Oc2c(NC(=O)c3ccncc3)cccc2C1=O	14.7	-0.1	-3.6	-6.2	34.1	-2.0	19.8	-50.1	-20.9
Cc1cccc(NCc2ccc(O)c3ncccc23)c1	2.8	0.4	-3.0	-0.8	-12.9	-1.7	-15.6	-18.8	1.9
Cc1cccc(NC(=S)NC23CN4CN(CN(C4)C2)C3)c1	1.1	0.4	-9.9	1.2	12.4	5.0	12.0	9.6	3.1
COc1ccc(C(C)=O)cc1CC1(C)C(=O)Nc2ccc(-c3cccc(C(F)(F)F)c3)cc21 (stereo not drawn)	27.7	0.5	1.9	/	7.5	-24.4	29.7	/	-14.3
CC(=O)Nc1ccc(NC(=O)c2cccc3ccccc23)cc1	3.2	0.9	-3.5	-12.9	0.2	-0.6	10.3	-7.7	-12.4
COc1ccc(/C=C/C2=CC(C)(C)NC(=S)N2)c(OC)c1	2.6	0.1	-13.0	-6.8	-6.2	-8.7	15.3	-36.8	-4.0
O=C(Nc1ccccc1O)c1ccc(NC(=O)C2CC2)cc1	3.6	1.0	1.0	-0.1	-13.5	-20.0	15.6	-1.6	-1.1
COc1ccc(CNC(=O)CN2C(=O)COc3ccc(S(=O)(=O)N4CCC(C)CC4)cc32)cc1	-0.6	-0.2	-3.2	2.7	-14.3	-10.2	7.0	-35.9	-15.8

Nothing new here: 4 of the compounds above.
SMILES	TAAR1 agonist	CHO-K1 Ca ag	CHRM1 agonist	OXTR potentiate	TAAR1 antagonist	CHRM1 antagonist	M1 PAM parental	CHO parental Ca	CHO-K1 Ca antag
O=C(Nc1ccc(Cl)cn1)c1cccc(S(=O)(=O)N2CCCC2)c1	0.0	-0.4	-3.7	-4.7	-18.6	0.6	-13.3	-12.8	7.0
C=CC(=O)Nc1cccc(Oc2ncnc3[nH]cc(-c4cnc5ccccc5c4)c23)c1	0.5	-0.5	-1.0	2.6	11.4	-6.8	-0.3	-18.1	17.2
O=C(c1cc2nc(-c3cccs3)cc(C(F)(F)Cl)n2n1)N1CCCc2ccccc21	10.4	0.4	-2.7	-1.3	-9.9	-24.9	5.6	-9.3	-24.7
Cc1ccc(C)c(NC(=O)CSc2nnc(-c3ccncc3)o2)c1	1.4	-0.3	-2.2	0.4	-30.4	-12.9	-1.7	-2.5	2.4

Going on with the list.
SMILES	TAAR1 agonist	CHO-K1 Ca ag	CHRM1 agonist	OXTR potentiate	TAAR1 antagonist	CHRM1 antagonist	M1 PAM parental	CHO parental Ca	CHO-K1 Ca antag
Cc1cc(C)c(S(=O)(=O)NC(C)C)c(C)c1-n1cnnn1	2.8	0.8	-1.9	-1.2	-9.4	3.2	3.6	-8.6	-6.6
Cc1ccc(C(=O)N2CCN(S(=O)(=O)c3ccc(C(C)C)cc3)CC2)s1	0.4	4.3	-0.1	-16.8	27.9	0.8	-13.4	-1.4	-3.8
Cc1cccc(NC(=O)CSc2nnc(CCNC(=O)OC(C)(C)C)o2)c1C	0.1	0.5	-3.3	-1.4	-33.7	-16.7	13.5	-6.9	-7.1
CCc1nnc(NC(=O)CN2CCCC(C)C2)s1 (stereo not drawn)	-0.2	0.1	-1.4	-9.3	-23.6	10.1	-3.7	-6.1	-0.9
CCc1nc2ccc(C(=O)N3CCN(C(=O)c4ccco4)CC3)cn2c1N(C)Cc1nccn1C	0.1	0.3	-5.5	/	-14.7	-1.7	6.0	/	8.2
O=C(O)c1ccc(-n2nnnc2SCc2cccc(Br)c2)cc1	2.9	1.0	-3.7	-4.2	-5.5	-18.0	-11.7	-0.4	-9.4
COc1ccc(NC(=O)CN(C)C(=O)CCCc2nc3ccccc3c(=O)[nH]2)cc1	-0.4	0.3	-4.3	-2.0	-17.8	-11.4	-23.0	-4.8	6.2
Cc1cc(C(=O)N2CCCC(N3CCN(c4ccccc4C)CC3)C2)nc(C)n1 (stereo not drawn)	-0.1	1.0	-2.6	-2.0	9.5	3.0	-5.7	-14.0	-4.6
CC1CCN(CCC(=O)N2CCCc3c2c(=O)oc2ccc(O)cc32)CC1	-0.5	-0.1	-6.4	-6.3	-4.4	-2.4	4.9	2.4	-6.4
Cc1nn(S(=O)(=O)c2ccccc2)c(C)c1S(=O)(=O)N1CCC(C)CC1	0.7	0.3	-3.7	-4.5	-1.8	-12.9	13.4	-1.9	-14.4
CCCC(C)Sc1nc2c([nH]1)c(=S)n(C)c(=O)n2C (stereo not drawn)	1.1	1.4	-1.9	/	-9.7	-11.6	21.9	/	-14.0
Clc1ccc(-c2nnc(-c3cccnc3)o2)cc1	3.6	1.1	-3.0	-7.8	-3.5	-10.3	8.1	-6.9	-2.6
Cc1ccc(OCc2ccc(C(=O)N3CCCC3)o2)c([N+](=O)[O-])c1	-0.6	0.1	-7.0	-8.8	-13.3	4.8	-2.6	-3.6	-17.1
O=C(CSc1nnc(-c2cccs2)n1-c1cccc(Cl)c1)c1cccc2c1OCCO2	3.7	0.3	-1.0	-6.2	4.0	-6.1	8.7	-19.3	-10.6
COc1ccccc1NC(=O)CSc1nnc(CNC(=O)COc2ccc(Cl)cc2)o1	6.0	0.9	-3.3	-8.2	5.3	-10.9	17.1	-27.5	-8.5
CCC(=O)Nc1cccc(Oc2nc(C)cc(C)c2C#N)c1	-0.8	-0.2	1.3	-8.0	10.9	-16.5	20.9	6.2	7.5
Cc1ccc(O)c(N=Nc2ccccc2)n1	-0.3	0.3	-3.2	6.0	-8.0	-31.3	1.6	-2.8	-3.8
COc1cccc(Nc2nc(=O)[nH]nc2C)c1	5.5	-0.3	-0.4	-15.3	14.7	-6.8	-5.8	-5.8	11.3
Cn1cccc1/C=N/NC(=O)c1cccc(OC(F)(F)C(F)F)c1	-0.3	1.5	-5.1	-2.9	6.6	-1.1	21.5	-5.1	-5.7
CCOC(=O)/C(C#N)=C\c1cc(C)n(-c2ccccc2)c1C	-1.2	1.8	-3.4	-14.9	12.4	-11.5	12.9	-6.7	-7.2
Cc1cc(C)n(S(=O)(=O)c2ccc(F)cc2)n1	8.0	0.0	-3.8	-2.4	-5.6	-3.5	9.1	5.8	-8.6
COc1ccc(CCN2CC(C(=O)N3CCCCCC3)CCC2=O)cc1 (stereo not drawn)	0.2	0.2	-0.9	-3.5	-7.2	-10.2	9.3	5.3	1.2
COc1ccc(S(=O)(=O)NC2CCCCC2)cc1C(=O)N1CCCCC1	12.4	1.7	4.7	-8.1	1.6	-6.7	8.5	-12.2	4.8
COC(=O)c1ccccc1NC(=O)C1COc2ccccc2O1 (stereo not drawn)	18.5	0.0	-5.6	-16.7	13.2	-9.4	2.9	-22.2	14.1
COc1ccc(-c2nnc(CSc3nnc(-c4ccncc4)n3C3CCCCC3)o2)cc1OC	10.3	0.4	-5.4	-12.5	2.6	-5.8	7.1	-11.4	2.0
COC(=O)c1sccc1NC(=O)CSc1ccc(Cl)cc1	1.8	-0.3	-3.8	-16.4	13.9	-11.1	-5.6	-21.8	-5.5
c1ccc(-c2cc(-c3cc(-c4ccccc4)on3)no2)cc1	0.3	0.1	-1.3	/	-2.4	-11.5	4.5	/	-2.8
Cc1cccc(Cn2c(N(C)CCO)nc3c2c(=O)[nH]c(=O)n3C)c1	0.1	0.1	-2.3	-9.0	1.0	-12.2	4.0	-6.0	13.6
CCN(Cc1cnn(C)c1)Cc1nc(Cc2ccccc2Cl)no1	1.3	0.6	-2.1	-1.1	-14.3	-1.9	15.7	-14.9	-12.2
Cc1ccn2c(=O)c(NC(=O)c3ccc4c(c3)OCO4)c(C)nc2c1	27.4	0.0	5.0	/	-18.1	-2.1	-10.9	/	18.5
Cc1cc(C(=O)O)cc(S(=O)(=O)NNC(=O)c2cccs2)c1C	4.8	-0.1	-3.1	7.9	-22.0	-8.2	9.0	-7.3	-7.3
Fc1ccc(NC(=S)Nc2cccnc2)cc1Cl	20.9	11.9	0.5	-11.2	-8.1	15.2	6.6	18.9	2.8
CCN1C(=O)CC(N2CCN(c3ccc(C(=O)c4ccncc4)cc3)CC2)C1=O (stereo not drawn)	3.0	2.0	-1.6	-3.8	8.4	-0.5	3.5	-2.2	-10.2
CC(C)(C)C(=O)Nc1ccc2c(c1)OCCOCCOc1cc(NC(=O)C(C)(C)C)ccc1OCCOCCO2	0.5	0.1	-7.1	-3.4	-4.2	-6.8	17.6	-3.9	-9.7
CC(=O)C(Cc1ccc(Cl)nc1)(Cc1ccc(Cl)nc1)C(C)=O	0.6	2.0	-0.9	-2.4	-6.6	-4.5	22.3	-7.4	-19.2
COc1cc(C(=O)NCc2nnc(SCC(=O)Nc3cc(C)cc(C)c3)o2)cc(OC)c1OC	1.6	-0.1	-3.0	-4.8	-2.7	-3.5	-0.9	-27.1	-2.5
COc1ccc(C2=NS(=O)(=O)N(C)C(C(=O)N3CCN(C)CC3)=C2)cc1	2.1	0.7	0.6	1.4	-6.5	-1.7	5.7	-4.8	-5.2
Cc1cc(C)cc(OCC(=O)N(C)CC(=O)Nc2ccc(N3CCOCC3)cc2)c1	1.0	0.3	-0.7	/	-25.3	-16.3	-3.5	/	1.1
CC1C(=O)Nc2ccccc2N1C(=O)c1ccc(F)cc1F (stereo not drawn)	1.9	7.4	-4.1	-14.2	-19.8	20.4	-1.0	-21.0	5.2

Assay outcomes (PubChem)
